Source: PubChem
IL-1B inflam inh: blocks inflammasome-driven IL-1 beta release | THP-1 LPS/ATP IL-1B secretion, AlphaLISA, 16 h; active compounds read low | activity change, % at 57.5 µM | actives 4.7% (n = 360,000) | AID 743279; in the data active = activity change below about -50%; inconclusive = mostly about -30% to -49%; note: % is set by controls: 0 for no effect and ±100 for the full control effect
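Secreted IL-1B measured by AlphaLISA bead assay after 16 h compound exposure of THP-1 cells; compounds (final up to 57.5 uM) added 1 h before LPS (250 ng/mL) and ATP (1.25 mM) stimulation; lower signal means less secretion.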
HT1080 IDH1KD tx: kills HT-1080 cells with IDH1 knockdown | Potency, µM (top dose mostly 46.1 µM), for the others: at the top dose activity, negative = toxicity, usual class: cytotoxic | actives 2% (n = 360,000) | HT-1080 IDH1 knockdown viability, ATP luminescence, 48 h | AID 686971;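 note: potency is the fitted concentration of half-maximal effect; 0% = DMSO wells and -100% = cell-free medium wells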
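HT-1080-IDH1KD cells (IDH1 knocked down), 750/well in RPMI with 5% FBS, treated with compound 48 h at 37 degrees C. Viability by CellTiter-Glo luminescence, normalised to DMSO and no-cell wells; concentration-response curves classed.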
MCF10A rereplic: induces DNA re-replication in MCF 10a normal breast cells | MCF 10A DNA re-replication, Hoechst nuclear intensity, 48 h | Potency, µM (top dose mostly 46.1 µM), without a hit: at the highest dose activity, positive = re-replication, usual class: activators | actives 2.9% (n = 350,000) | AID 624296; note: potency is the fitted concentration of half-maximal effect; % of control where 0% means no effect; nearly all actives have a fitted effect of over 50% in size
SW480 rerep: DNA re-replication induction in SW480 cells | SW480 DNA re-replication, Hoechst DNA content imaging, 48 h | Potency, µM (highest dose often 46.1 µM), inactives show at the highest dose re-replication activation, actives largely listed as activators | AID 624297 | actives 1.8% (n = 340,000); note: potency is the fitted concentration of half-maximal effect; % of control where 0% means no effect; nearly all actives have a fitted effect of over 55% in size
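Image-based DNA-content assay: after two days of treatment, nuclei were labelled with the DNA dye Hoechst and imaged, and hits were compounds raising the count of nuclei showing high fluorescence intensity.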
HT1080NT lethal: kills 2HG-producing HT-1080-NT fibrosarcoma cells. actives 1.6% (n = 360,000). AID 686970. Potency, µM (highest dose often 46.1 µM), without a hit: at the top dose activity, negative = less viability, most hits filed as cytotoxic. HT-1080-NT fibrosarcoma viability, CellTiter-Glo ATP luminescence, 48 h;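 note: NT is the 2HG producing partner of a matched IDH1 knockdown line; potency is the fitted concentration of half-maximal effect; 0% = DMSO-treated cells and -100% = media-only wells without cells; nearly all actives have a fitted effect of over 55% in size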
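Luminescent CellTiter-Glo readout after 48 hours of compound exposure at 37 degrees C defined viability of HT-1080-NT cells. Activity was normalized to DMSO wells and cell-free media wells; concentration-response curves were fitted and assigned curve classes.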
HepG2 viability: HepG2 cytotoxicity, counter-screen for TGF-b inhibitors; actives 0.76% (n = 410,000); Potency, µM (doses to about 46.1 µM), inactives show at the highest dose activity change, negative = cytotoxicity, usual class: cytotoxic; HepG2 CAGA-GFP viability, ATP luminescence, 18 h; note: potency is the fitted concentration of half-maximal effect; some results filed as inactive show a strong effect at the top dose
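CellTiter-Glo luminescence gave cytotoxicity after 18 hours at 37 degrees C. The cells were HepG2 CAGA-GFP in 1% FBS DMEM, stimulated with 500 pg/mL TGF-beta after compound addition. %Activity was normalised to no-cell wells (complete cell-killing) and DMSO (no toxicity), and curves were fitted and classified.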
S2 tox: viability counter-screen for ATXN expression inhibitors; S2 cells (HEK-293 line with an ATXN2-luciferase reporter) viability, CellTiter-Fluor protease fluorescence, 24 h; Potency, µM (doses to about 56.7 µM), usual class: cytotoxic; actives 0.49% (n = 400,000); AID 651635; note: potency is the fitted concentration of half-maximal effect; nearly all actives have a fitted effect of over 40% in size
KB-3-1 cytotox: KB-3-1 parental cell cytotoxicity. KB-3-1 viability, CellTiter-Glo ATP luminescence, 72 h. Potency, µM (series often up to 46.1 µM), for inactives: top-dose activity change, negative = cytotoxic, actives largely listed as cytotoxic. actives 1.4% (n = 400,000); note: potency is the fitted concentration of half-maximal effect; % is set by controls: 0 for no effect and ±100 for the full control effect; nearly all actives have a fitted effect of over 60% in size
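KB-3-1 cells, DMEM (no phenol red) + 10% FBS; compound by pin transfer, 72 h, 37 °C. Readout: CellTiter-Glo luminescence after 10 min. Data normalized, curve-fitted.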
ATXN2 expr inh: ATXN2 expression inhibition | HEK-293 ATXN2-luciferase reporter, luminescence, 24 h | Potency, µM (titrated, usually from 57 µM), for inactives: at the top dose activity change, negative = inhibition, hits mostly inhibitors | actives 0.72% (n = 360,000); note: potency is the fitted concentration of half-maximal effect; % is set by controls: 0 for no effect and ±100 for the full control effect; nearly all actives have a fitted effect of over 55% in size
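ATXN2-luciferase reporter cells (luciferase flanked by upstream and downstream ATXN2 gene portions) were treated 24 h at 37 °C with compounds at up to 57 uM. SteadyGlo luminescence gave expression; GF-AFC fluorescence gave viability.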
* marks the source's active call; other numbers are inactive results; i = inactive; ? = inconclusive; . = not tested or not shown; [ ] = another dose, or the depositor's remark. Unless noted, calls come from the whole dose curve; as a rule, active = well fitted curve in the direction sought with a large enough effect; inconclusive = small, poorly fitted or top-dose-only effect, or another doubt; inactive = no such curve, though single readings can be large; an effect the other way counts as inactive or inconclusive.

SMILES	IL-1B inflam inh	HT1080 IDH1KD tx	MCF10A rereplic	SW480 rerep	HT1080NT lethal	HepG2 viability	S2 tox	KB-3-1 cytotox	ATXN2 expr inh
Cc1ccc(-c2c(NCCc3ccccc3)c(=O)c2=O)cc1	18	11%	0%	1%	4%	-8%	i	-3%	-24%
O=C(O)CCCC(=O)Nc1cccc([N+](=O)[O-])c1	40	1%	0%	0%	7%	-4%	i	-3%	-3%
CC(C)CC(=O)/C=C/n1c(=S)oc2ccccc21	-106*	?	3.7µM*	8.2µM*	-11%	-45%	.	?	?
COc1cc(OC)nc(Nc2nc(C(N)c3ccccc3)cs2)n1 (configuration not stated)	-56*	-12%	.	.	-22%	-6%	i	0%	9%
CC(=O)Nc1ccc(-c2ccnc3c2CC(C(=O)Nc2cccnc2)O3)cc1 (configuration not stated)	-8	13µM*	.	.	13µM*	-1%	i	?	-2%
CSc1nc(C)cc(OCC(=O)n2nc(C)cc2C)n1	2	0%	0%	-8%	2%	12%	i	0%	-2%
COc1cccc(N2CCN(C(=O)Cn3ncc4c3-c3ccccc3OC4)CC2)c1	.	.	.	.	.	-8%	?	1%	-24%
CCC(O)c1cc2c(cc1NC(=O)c1ccc(C)cc1)OCCO2 (configuration not stated)	5	-1%[9.24 µM]	1%	-4%	0%	-5%	i	-11%	15%
Cn1c(N)nc(N)c(NC=O)c1=O	10	2%	.	.	19%	0%	i	11%	7%
COc1ccc(OC)c(C(Nc2ccccc2)P(=O)(OC(C)C)OC(C)C)c1 (configuration not stated)	8	0%	-2%	-3%	-5%	2%	i	-4%	4%
CCOc1ccc(-c2nnn(CC(=O)NCc3ccco3)n2)cc1OCC	-14	8%	-8%	-3%	12%	-3%	i	28%	6%
c1ccc2[nH]c(CSc3nc4ccccc4s3)nc2c1	24	-18%	11%	17%	-13%	-1%	i	-17%	19%
CC1CC(C)CN(C(=O)Cn2ncc3c([nH]c4ccccc43)c2=O)C1 (configuration not stated)	27	-15%	12%	19%	3%	-45%	i	-14%	-9%
C#CCOc1ccc(C2C(C#N)=C(N)Oc3cc(O)ccc32)cc1 (configuration not stated)	-8	-26%	14%	-4%	-29%	-2%	.	6%	-2%
Clc1cccc(-n2ncc3c(Nc4ccc5c(c4)OCCO5)ncnc32)c1	.	.	.	.	.	-5%	?	-29%	12%
CCOc1ccc(-c2nnc3ccc(SCC(=O)N4CCCCC4)nn23)cc1	-1	5%	-2%	-3%	2%	-34%	i	5%	2%
COc1cc(OC)nc(Oc2cccc(C(F)(F)F)c2)n1	1	-4%	-6%	-8%	10%	-9%	i	5%	-17%
O=C(CSc1cccc2cccnc12)Nc1cc(C(=O)O)cc(C(=O)O)c1	24	?	13%	?	-14%	-10%	i	-1%	-8%
Cc1cc(=O)[nH]c(SCC(=O)NC2CCCCCC2)n1	7	11%	0%	3%	2%	-1%	i	0%	-17%
Clc1ccc2nc3c4ccccc4cnn3c2c1	15	-1%	?	-1%	-8%	-4%	i	-13%	80%[activator]
COc1ccc(CN(C)C(=O)COc2cccc(-n3cnnn3)c2)cc1OC	-16	-4%	0%	-3%	-15%	-7%	i	22%	-7%
Cc1ccc(C(=O)NCC(=O)OCC(=O)N2CC(C)OC(C)C2)cc1 (configuration not stated)	8	0%	-3%	-3%	2%	-34%	i	-2%	-6%
Cc1ccc(NC(=O)c2cc(S(=O)(=O)N(C)C)ccc2N2CCCC2)cc1F	0	-26%	15%	?	-14%	-1%	i	-29%	0%
O=C(CCCSc1nc2ccccc2s1)NC1=NCCS1	39	-11%	2%	-5%	-3%	-18%	i	-11%	?

Another view of 7 compounds above:
Value order: IL-1B inflam inh, HT1080 IDH1KD tx, MCF10A rereplic, SW480 rerep, HT1080NT lethal, HepG2 viability, S2 tox, KB-3-1 cytotox, ATXN2 expr inh
> COc1ccc(OC)c(C(Nc2ccccc2)P(=O)(OC(C)C)OC(C)C)c1 (configuration not stated)
→ 8, 0%, -2%, -3%, -5%, 2%, i, -4%, 4%
> c1ccc2[nH]c(CSc3nc4ccccc4s3)nc2c1
→ 24, -18%, 11%, 17%, -13%, -1%, i, -17%, 19%
> CCOc1ccc(-c2nnc3ccc(SCC(=O)N4CCCCC4)nn23)cc1
→ -1, 5%, -2%, -3%, 2%, -34%, i, 5%, 2%
> Cc1cc(=O)[nH]c(SCC(=O)NC2CCCCCC2)n1
→ 7, 11%, 0%, 3%, 2%, -1%, i, 0%, -17%
> CCC(O)c1cc2c(cc1NC(=O)c1ccc(C)cc1)OCCO2 (configuration not stated)
→ 5, -1%[9.24 µM], 1%, -4%, 0%, -5%, i, -11%, 15%
> O=C(O)CCCC(=O)Nc1cccc([N+](=O)[O-])c1
→ 40, 1%, 0%, 0%, 7%, -4%, i, -3%, -3%
> CC(C)CC(=O)/C=C/n1c(=S)oc2ccccc21
→ -106*, ?, 3.7µM*, 8.2µM*, -11%, -45%, ., ?, ?

New compounds follow
SMILES	IL-1B inflam inh	HT1080 IDH1KD tx	MCF10A rereplic	SW480 rerep	HT1080NT lethal	HepG2 viability	S2 tox	KB-3-1 cytotox	ATXN2 expr inh
Cc1cccc(NC(=O)/C(=C/c2cccc([N+](=O)[O-])c2)NC(=O)c2cccs2)c1	-6	-30%	?	?	?	-5%	i	-5%	0%
Cc1ccc(C)c(C(=O)c2c(N)c(-c3nc(-c4ccc5c(c4)OCO5)cs3)c3ccccn23)c1	.	.	.	.	.	-5%	i	21%	1%
Cc1cc(C(=O)COC(=O)c2ccc(O)cc2O)c(C)n1-c1ccccc1	-81*	-6%	?	-5%	-11%	-56%	?	?	88%[activator]
CCCCn1c(N)c(N(C)C(=O)c2cc3c(s2)CCCCC3)c(=O)[nH]c1=O	-7	1%	-1%	-5%	11%	14%	i	?	-26%
COc1cc(C(=O)OC(C)C(=O)NCC2CCCCC2)cc(NC(=O)c2ccco2)c1OC (configuration not stated)	-6	8%	?	?	-6%	-22%	32µM*	?	25µM*
N#CCCN(C1CCCCC1)S(=O)(=O)CCOc1ccccc1	-11	0%	1%	-5%	1%	9%	i	0%	0%
COc1ccc(NC(=O)N(C)C[C@H]2Oc3ccc(NC(=O)CCC(F)(F)F)cc3C(=O)N([C@H](C)CO)C[C@@H]2C)cc1	7	3%	3%	-11%	1%	-12%	i	5%	5%
COC(=O)c1ccc([C@@H]2Nc3c(cccc3C(F)(F)F)[C@@H]3C=CC[C@@H]32)cc1	.	.	.	.	.	-13%	i	5%	-8%
Cc1ccc(-c2nc(CSCC(=O)NC3CCN(Cc4ccccc4)CC3)c(C)o2)cc1	-65*	?	?	?	?	-26%	i	?	-35%
CCn1ncc(CN2CCCC(C(=O)Nc3cccc(-c4cc5ccccc5[nH]4)c3)C2)c1C (configuration not stated)	-94*	?	16µM*	?	?	-30%	i	?	?
CC(C)CN1C(=O)C(=O)N(CC(=O)N2CCN(c3ccccc3)CC2)C1=O	7	1%	-5%	-2%	5%	-1%	i	1%	6%
CC(=O)Cc1nsc(NC(=O)c2oc(-c3ccccc3Cl)cc2C)n1	0	0%	?	-2%	5%	-6%	i	26%	-1%
O=C(C[C@@H]1C/C=C\C[C@H](NC(=O)OCC2c3ccccc3-c3ccccc32)C(=O)OC[C@H]2CCCN2C1=O)N[C@H](CO)Cc1ccccc1	-16	-10%	6%	6%	-12%	-2%	?	0%	-15%
Cc1noc(C)c1COC(=O)c1cc(F)c(F)cc1Cl	-2	8%	-9%	-2%[9.22 µM]	3%	1%	i	0%	1%
COCCSc1ccccc1C(=O)NCCc1ccccc1	18	3%	-1%	-123%[inhibitor]	7%	-3%	i	2%	.
CCC1=C(NCc2ccccc2)COC1=O	21	4%	.	.	7%	6%	i	0%	.
CC(C)(C)C(=O)OCOC(=O)[C@@H]1N2C(=O)[C@@H](N=CN3CCCCCC3)[C@H]2SC1(C)C	18	-3%	3%	-18%	4%	-18%	i	0%	-5%
C=CCNC(=O)c1onc(CSc2ccc(F)cc2)c1C(=O)NCC=C	-10	-4%	20%	2%	-16%	-9%	i	?	-13%
O=C1CCc2cc(S(=O)(=O)N3CCC(C(=O)NC4CCCCCCC4)CC3)ccc2N1	-6	-2%	28%	1%	0%	7%	i	8%	9%
CCOC(=O)C=C1CCN(c2ncc(C(F)(F)F)cc2Cl)CC1	-7	1%	19%	-15%	5%	-4%	i	7%	0%
O=C(NCc1ccccc1)C1Cc2c(-c3cccc(F)c3)ccnc2O1 (configuration not stated)	74	1.2µM*	.	.	?	-12%	i	4.6µM*	2%
COc1ccccc1OCCCOc1ccc(/C=C2\SC(=O)NC2=O)cc1OC	-6	?	?	-4%	-28%	-18%	i	-26%	-6%
CC(=O)C1CCC2C3CCC4=CC(=O)C=CC4(C)C3CCC12C (configuration not stated)	-8	-14%	26%	22%	-12%	-18%	i	?	?
O=C(Nc1ccc2c(c1)OCO2)c1csc([C@@H]2C[C@H](O)[C@@H](CO)O2)n1	8	-11%	.	.	-2%	-44%	i	1%	2%
CCN(CC)c1ccc(C(=O)N/N=C(\C)c2ccc(O)cc2)cc1	-6	?	8.2µM*	-4%	?	1%	?	13µM*	-15%
O=Cc1ccc(OC(=O)C2CC(=O)N(c3ccc(F)cc3)C2)cc1 (configuration not stated)	14	2%	0%	-3%	5%	6%	i	10%	1%
